mIAP block: inhibitors of mouse IAP, primary screen, biochemical, luminescence, uHTS. purified mouse IAP, CDP-Star luminescence, 30 min. inhibition, % at 10 µM. AID 2806, 2010. 330,000 compounds, 0.2% hits. intestinal alkaline phosphatase [Mus musculus];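 active = inhibition of at least 40% at 10 µM in the primary screen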;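 also: plate controls were DMSO with enzyme for no effect and no enzyme wells for full effect; values of inactives mirror those of a sister screen read the other way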
APOBEC3A inh: APOBEC3A ssDNA deaminase inhibitors, primary screen, selectivity assay for APOBEC3G inhibitor project, biochemical, FAM/TAMRA oligo cleavage fluorescence. DNA dC->dU-editing enzyme APOBEC-3A (Homo sapiens), P31941. recombinant A3A, FAM/TAMRA ssDNA deamination fluorescence. inhibition, % at 20 µM. 330,000 compounds, 0.41% hits;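 active = at least 40% inhibition at 20 µM here, with at most 30% in a related deaminase screen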;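 also: plate controls were A3A with DMSO for no effect and wells lacking A3A enzyme for full effect; some results filed as inactive read as strong as hits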
Target sequence (P31941 whole entry, looked up): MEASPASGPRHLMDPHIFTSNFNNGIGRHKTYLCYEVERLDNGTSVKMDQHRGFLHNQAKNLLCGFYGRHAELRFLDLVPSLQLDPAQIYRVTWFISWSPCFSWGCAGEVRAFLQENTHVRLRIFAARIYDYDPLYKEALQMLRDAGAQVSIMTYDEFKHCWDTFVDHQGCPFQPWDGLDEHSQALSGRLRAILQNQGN
mIAP activ: activators of mouse IAP, primary screen, biochemical, luminescence, uHTS; muIAP, CDP-Star luminescence, 30 min; hits give high values; 1 = vehicle-only enzyme signal, 0 = enzyme-free wells; intestinal alkaline phosphatase [Mus musculus]; 330,000 compounds, 0.24% hits; activation factor at 10 µM;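 active = activation factor of at least 2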; also: the source names both 10 and 20 µM as test concentration; values of inactives mirror those of a sister screen read the other way
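Assay system: mouse IAP enzyme / Compound: DMSO-dissolved test compounds / Timing: 30 min, room temperature / Measured by: luminescence from enzymatic CDP-Star hydrolysis / Control set: DMSO-only wells, enzyme-free buffer wells as negative control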
beta cell repl: inducers of MIN6 beta-cell proliferation, primary screen, ATP luminescence, uHTS. AID 2380, 2010. proliferation, % at 10 µM. MIN6 cells proliferation, ATPlite luminescence, 48 h; cells starved in 0.2% serum; 100% = growth in 10% serum. 330,000 compounds, 0.29% hits;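 active = compounds whose signal lies at least 3.5 SD above the mean of all wells on their plate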;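 also: 0% = DMSO-treated cells in low-serum medium and 100% = 10% serum control; some compounds called inactive have numbers as strong as hits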
tim10-1 inh: growth inhibitors of tim10-1 mutant yeast, primary screen, luminescence, uHTS; S. cerevisiae tim10-1 ts strain growth, BacTiter-Glo, 24 h; inhibition, % at 20 µM; 330,000 compounds, 2.2% hits;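 active = inhibition of at least 40%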;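 also: mutant grown at 25 °C; 0% = DMSO wells with yeast and 100% = wells holding no yeast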
NLRP3 yeast inh: NALP3 inflammasome inhibitors in reconstituted yeast, primary screen, luminescence, uHTS | Yeast reconstituted NLRP3/ASC/caspase-1, beta-gal luminescence, 24 h | inhibition, % at 10 µM | 330,000 compounds, 0.39% hits;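 active = inhibition of 50% or more; inactive = inhibition below 50%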;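 also: plate controls were induced DMSO wells for no effect and uninduced yeast grown without galactose for full effect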
A3G deaminase: APOBEC3G DNA deaminase inhibitors, primary screen, biochemical, fluorescence, single-stranded DNA substrate, uHTS | inhibition, % at 20 µM | 330,000 compounds, 0.28% hits | DNA dC->dU-editing enzyme APOBEC-3G (Homo sapiens), Q9HC16 | recombinant A3G, ssDNA deamination FAM/TAMRA fluorescence;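 active = inhibition of at least 40% at 20 µM, with no more than 30% in the related APOBEC3A deaminase screen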;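 also: plate controls were DMSO wells with A3G for no effect and wells lacking A3G enzyme for full effect; some compounds called inactive have numbers as strong as hits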
Target sequence (Q9HC16 whole entry, looked up): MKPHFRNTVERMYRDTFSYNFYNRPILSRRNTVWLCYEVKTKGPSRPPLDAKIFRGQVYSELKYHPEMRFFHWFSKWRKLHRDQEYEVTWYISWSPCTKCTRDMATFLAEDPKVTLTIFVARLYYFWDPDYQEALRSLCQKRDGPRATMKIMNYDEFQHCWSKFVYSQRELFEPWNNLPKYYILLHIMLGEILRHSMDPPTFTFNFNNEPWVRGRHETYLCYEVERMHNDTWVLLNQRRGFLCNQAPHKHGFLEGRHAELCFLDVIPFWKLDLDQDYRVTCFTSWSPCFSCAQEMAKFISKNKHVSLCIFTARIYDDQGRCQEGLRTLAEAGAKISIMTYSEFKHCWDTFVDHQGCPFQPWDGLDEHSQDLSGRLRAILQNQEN
hIAP block: human IAP inhibitors, primary screen, biochemical, luminescence, uHTS; inhibition, % at 10 µM; Intestinal-type alkaline phosphatase (Homo sapiens), P09923; 330,000 compounds, 0.12% hits; purified IAP, CDP-Star luminescence, 30 min; AID 2544, 2010;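 active = inhibition reaching a set limit with compound at 10 µM in the primary screen, cut at about 35% in these data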;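 also: plate controls were DMSO wells with enzyme for no effect and no-enzyme buffer wells for full effect; values of inactives mirror those of a sister screen read the other way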
TIM10 inh: growth inhibitors of isogenic TIM10 control yeast, primary screen, counter-screen for tim10-1 yeast inhibitor project, luminescence, uHTS | S. cerevisiae TIM10 strain growth, BacTiter-Glo luminescence, 24 h | inhibition, % at 10 µM | 330,000 compounds, 1.4% hits;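 active = inhibition of 40% or more at the single tested concentration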;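 also: wild-type TIM10 isogenic control strain grown at permissive 25 °C; 0% = DMSO yeast wells and 100% = minimal medium wells without yeast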
The depositor's hits bear a star. Not a hit list. About 4.6% of those tested had a hit in this group.

Results for CS(=O)(=O)c1ccc(C(=O)OCC(=O)NC(=O)Cc2ccccc2)cc1 ?
mIAP block: 8; APOBEC3A inh: -2; mIAP activ: 0.92; beta cell repl: 2; tim10-1 inh: -12; NLRP3 yeast inh: 15; A3G deaminase: -12; hIAP block: -5; TIM10 inh: -6

How did C=CCNC(=O)c1nc2ccccc2s1 do in these assays?
mIAP block: 7; APOBEC3A inh: 1; mIAP activ: 0.93; beta cell repl: -4; tim10-1 inh: -6; NLRP3 yeast inh: 2; A3G deaminase: 2; hIAP block: -4; TIM10 inh: -18

Results for COc1ccc(NC(=O)c2cc(-c3ccc(OC)c(OC)c3)on2)cc1OC ?
mIAP block: 5; APOBEC3A inh: 1; mIAP activ: 0.95; beta cell repl: -2; tim10-1 inh: 5; NLRP3 yeast inh: -10; A3G deaminase: -5; hIAP block: -6; TIM10 inh: 2

How did Cc1ccccc1NC(=O)CSc1nc2ncc(Cl)cc2[nH]1 do in these assays?
mIAP block: 3; APOBEC3A inh: -2; mIAP activ: 0.97; beta cell repl: 5; tim10-1 inh: 4; NLRP3 yeast inh: 8; A3G deaminase: 1; hIAP block: -38; TIM10 inh: 10

What do the screens show for `COc1ccc(C2=Nn3c(nnc3-c3ccccc3F)SC2)cc1OCC1CC1`?
mIAP block: -9; APOBEC3A inh: 0; mIAP activ: 1.1; beta cell repl: -1; tim10-1 inh: -10; NLRP3 yeast inh: 13; A3G deaminase: -4; hIAP block: 2; TIM10 inh: -10

How did CC(C)(C)NC(=O)NC(=O)CN1CCN(c2ccc(O)cc2)CC1 do in these assays?
mIAP block: 0; APOBEC3A inh: 4; mIAP activ: 1; beta cell repl: -4; tim10-1 inh: 1; NLRP3 yeast inh: 6; A3G deaminase: 14; hIAP block: 21; TIM10 inh: 4

Results for COc1ccc(C(=O)NCCCN2CCOCC2)cc1OC ?
mIAP block: -6; APOBEC3A inh: -5; mIAP activ: 1.1; beta cell repl: -3; tim10-1 inh: 2; NLRP3 yeast inh: 17; A3G deaminase: -6; hIAP block: -2; TIM10 inh: -12

Results for O=C(C1COc2ccccc2O1)N1CCN(c2ccccc2Cl)CC1 (stereo not drawn) ?
mIAP block: 4; APOBEC3A inh: 1; mIAP activ: 0.96; beta cell repl: 0; tim10-1 inh: 8; NLRP3 yeast inh: 26; A3G deaminase: -1; hIAP block: -3; TIM10 inh: -10

What do the screens show for `CCSc1nnc(NC(=O)CCn2c(=O)oc3ccccc32)s1`?
mIAP block: -7; APOBEC3A inh: 1; mIAP activ: 1.1; beta cell repl: 0; tim10-1 inh: -11; NLRP3 yeast inh: 15; A3G deaminase: -1; hIAP block: 2; TIM10 inh: -16

What do the screens show for `Cc1ccc(N(CN2CCCC2=O)C(=O)c2ccc(C)c(C)c2)cc1`?
mIAP block: 6; APOBEC3A inh: -1; mIAP activ: 0.94; beta cell repl: 2; tim10-1 inh: 22; NLRP3 yeast inh: 2; A3G deaminase: -10; hIAP block: 20; TIM10 inh: 17

Grouped by structure, the entries above containing four or more nitrogen atoms
How did Cc1ccccc1NC(=O)CSc1nc2ncc(Cl)cc2[nH]1 do in these assays?
mIAP block: 3; APOBEC3A inh: -2; mIAP activ: 0.97; beta cell repl: 5; tim10-1 inh: 4; NLRP3 yeast inh: 8; A3G deaminase: 1; hIAP block: -38; TIM10 inh: 10

What do the screens show for `COc1ccc(C2=Nn3c(nnc3-c3ccccc3F)SC2)cc1OCC1CC1`?
mIAP block: -9; APOBEC3A inh: 0; mIAP activ: 1.1; beta cell repl: -1; tim10-1 inh: -10; NLRP3 yeast inh: 13; A3G deaminase: -4; hIAP block: 2; TIM10 inh: -10

How did CC(C)(C)NC(=O)NC(=O)CN1CCN(c2ccc(O)cc2)CC1 do in these assays?
mIAP block: 0; APOBEC3A inh: 4; mIAP activ: 1; beta cell repl: -4; tim10-1 inh: 1; NLRP3 yeast inh: 6; A3G deaminase: 14; hIAP block: 21; TIM10 inh: 4

What do the screens show for `CCSc1nnc(NC(=O)CCn2c(=O)oc3ccccc32)s1`?
mIAP block: -7; APOBEC3A inh: 1; mIAP activ: 1.1; beta cell repl: 0; tim10-1 inh: -11; NLRP3 yeast inh: 15; A3G deaminase: -1; hIAP block: 2; TIM10 inh: -16

Additional entries:
How did CSc1nc2ccc(NS(=O)(=O)c3ccccc3F)cc2s1 do in these assays?
mIAP block: 2; APOBEC3A inh: -3; mIAP activ: 0.98; beta cell repl: 2; tim10-1 inh: 22; NLRP3 yeast inh: 17; A3G deaminase: -10; hIAP block: 0; TIM10 inh: 24

What do the screens show for `Cc1nn(CCC#N)c2[nH]c(=O)cc(C(F)(F)F)c12`?
mIAP block: -2; APOBEC3A inh: 1; mIAP activ: 1; beta cell repl: 5; tim10-1 inh: 14; NLRP3 yeast inh: 9; A3G deaminase: -1; hIAP block: 1; TIM10 inh: -2

What do the screens show for `O=C(CSc1nnc(-c2ccco2)n1Cc1ccco1)NCc1cccs1`?
mIAP block: 4; APOBEC3A inh: -3; mIAP activ: 0.95; beta cell repl: -3; tim10-1 inh: 13; NLRP3 yeast inh: 5; A3G deaminase: -5; hIAP block: 5; TIM10 inh: 25

What do the screens show for `CCSCc1nnc(SCC(=O)Nc2ccc(F)cc2)n1CC`?
mIAP block: -6; APOBEC3A inh: 2; mIAP activ: 1.1; beta cell repl: 3; tim10-1 inh: 3; NLRP3 yeast inh: -5; A3G deaminase: -8; hIAP block: -16; TIM10 inh: -7

How did CCCCCCCCCCCC(=O)NC(Cc1ccc(OC)c([N+](=O)[O-])c1)C(=O)O (stereo not drawn) do in these assays?
mIAP block: 8; APOBEC3A inh: -4; mIAP activ: 0.92; beta cell repl: -3; tim10-1 inh: 14; NLRP3 yeast inh: 10; A3G deaminase: -8; hIAP block: 21; TIM10 inh: -4

How did O=C(O)CCCC(=O)NS(=O)(=O)c1ccc(Cl)cc1 do in these assays?
mIAP block: 7; APOBEC3A inh: 0; mIAP activ: 0.93; beta cell repl: 0; tim10-1 inh: -13; NLRP3 yeast inh: 15; A3G deaminase: 1; hIAP block: 8; TIM10 inh: 2

What do the screens show for `CCOC(=O)CSC1=C(C#N)C(c2ccccc2Cl)C(C(=O)OC)C(=O)N1` (stereo not drawn)?
mIAP block: 5; APOBEC3A inh: 1; mIAP activ: 0.95; beta cell repl: 1; tim10-1 inh: 15; NLRP3 yeast inh: 1; A3G deaminase: -1; hIAP block: -7; TIM10 inh: 6

What do the screens show for `COc1ccc(C(=O)NC(=S)NNC(=O)c2ccccc2O)cc1`?
mIAP block: 27; APOBEC3A inh: -4; mIAP activ: 0.73; beta cell repl: -3; tim10-1 inh: 7; NLRP3 yeast inh: 44; A3G deaminase: -4; hIAP block: -134; TIM10 inh: -4

Results for COc1ccc2[nH]c3c(=O)n4c(nc3c2c1)SCCC4 ?
mIAP block: 5; APOBEC3A inh: -2; mIAP activ: 0.95; beta cell repl: 1; tim10-1 inh: 40*; NLRP3 yeast inh: 10; A3G deaminase: -3; hIAP block: 5; TIM10 inh: 32

How did O=C(COC(=O)COc1ccc(Cl)cc1)Nc1ccc(N2CCOCC2)cc1 do in these assays?
mIAP block: 1; APOBEC3A inh: 2; mIAP activ: 0.99; beta cell repl: -4; tim10-1 inh: 1; NLRP3 yeast inh: 17; A3G deaminase: -3; hIAP block: -2; TIM10 inh: 7

What do the screens show for `COC(=O)c1ccccc1NC(=O)Nc1ccc(C)cn1`?
mIAP block: -11; APOBEC3A inh: -9; mIAP activ: 1.1; beta cell repl: 0; tim10-1 inh: 14; NLRP3 yeast inh: 27; A3G deaminase: -2; hIAP block: -4; TIM10 inh: -2

What do the screens show for `N#C/C(=C\c1cccnc1)C(=O)Nc1ccc(C(=O)O)cc1`?
mIAP block: -2; APOBEC3A inh: -2; mIAP activ: 1; beta cell repl: -2; tim10-1 inh: -10; NLRP3 yeast inh: 8; A3G deaminase: -10; hIAP block: -10; TIM10 inh: -3

How did CCc1cccc(CC)c1NC(=S)Nc1cccc(Cl)c1Cl do in these assays?
mIAP block: -2; APOBEC3A inh: 0; mIAP activ: 1; beta cell repl: -4; tim10-1 inh: 34; NLRP3 yeast inh: 15; A3G deaminase: -1; hIAP block: 23; TIM10 inh: 36

Results for Fc1ccc(CSc2nnc3ccccn23)c(Cl)c1 ?
mIAP block: -10; APOBEC3A inh: -9; mIAP activ: 1.1; beta cell repl: -4; tim10-1 inh: 18; NLRP3 yeast inh: 7; A3G deaminase: -4; hIAP block: 8; TIM10 inh: 10

Results for C=C1c2ccc(C)cc2NC(=O)N1c1ccccc1 ?
mIAP block: 10; APOBEC3A inh: 0; mIAP activ: 0.9; beta cell repl: -3; tim10-1 inh: 6; NLRP3 yeast inh: 25; A3G deaminase: -3; hIAP block: -7; TIM10 inh: -7

Results for COC(=O)c1ccc(NC(=O)c2ccco2)cc1 ?
mIAP block: -5; APOBEC3A inh: -1; mIAP activ: 1; beta cell repl: -1; tim10-1 inh: 24; NLRP3 yeast inh: 24; A3G deaminase: -3; hIAP block: 2; TIM10 inh: 7

How did CC(=O)Nc1ccc(NC(=O)c2cc(=O)c3cc(C)cc(C)c3o2)cc1 do in these assays?
mIAP block: 6; APOBEC3A inh: 3; mIAP activ: 0.94; beta cell repl: -1; tim10-1 inh: -13; NLRP3 yeast inh: 21; A3G deaminase: -3; hIAP block: 4; TIM10 inh: -16

Results for Cc1ccc(NC(=O)C(NC2CCCC2)c2ccccc2)cc1Cl (stereo not drawn) ?
mIAP block: -45; APOBEC3A inh: -5; mIAP activ: 1.4; beta cell repl: -5; tim10-1 inh: 11; NLRP3 yeast inh: 38; A3G deaminase: -19; hIAP block: -10; TIM10 inh: 36

Results for COc1ccc([C@H]2CC(=O)C=C(c3cccc(OCc4ccccc4)c3)C2)cc1 ?
mIAP block: 7; APOBEC3A inh: 4; mIAP activ: 0.93; beta cell repl: -5; tim10-1 inh: 13; NLRP3 yeast inh: 9; A3G deaminase: -3; hIAP block: -23; TIM10 inh: -5

Results for COc1ccccc1NC(=O)C/C(N)=N/OCC(=O)Nc1cccc(Cl)c1 ?
mIAP block: -7; APOBEC3A inh: -2; mIAP activ: 1.1; beta cell repl: -1; tim10-1 inh: 10; NLRP3 yeast inh: -8; A3G deaminase: -3; hIAP block: -10; TIM10 inh: 6

How did CN(C1=C(NC(=O)c2ccccc2)C(=O)c2ccccc2C1=O)C1CCS(=O)(=O)C1 (stereo not drawn) do in these assays?
mIAP block: 12; APOBEC3A inh: -2; mIAP activ: 0.88; beta cell repl: -6; tim10-1 inh: 14; NLRP3 yeast inh: -13; A3G deaminase: -3; hIAP block: -26; TIM10 inh: 14

Compound activity (PubChem BioAssay)
